Bioassay records as filed in PubChem BioAssay.
SENP8 block-1 – inhibitors of human SENP8 protease; AID 2540; inhibition, % at 10 µM; Q96LD8; purified SENP8, Z-RLRGG-aminoluciferin cleavage, luminescence; 330,000 compounds, 1.2% hits; in the data active = inhibition above about 50%
Target sequence (Q96LD8 whole entry, looked up): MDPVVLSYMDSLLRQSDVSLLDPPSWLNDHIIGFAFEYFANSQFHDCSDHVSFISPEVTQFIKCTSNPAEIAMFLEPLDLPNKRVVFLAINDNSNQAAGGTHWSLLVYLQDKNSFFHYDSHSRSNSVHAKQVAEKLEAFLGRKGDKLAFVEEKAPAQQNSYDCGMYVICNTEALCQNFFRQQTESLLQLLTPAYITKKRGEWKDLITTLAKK
SENP1 FRET inh – inhibitors of human SENP1 SUMO protease catalytic domain; inhibition, % at 10 µM; Q9P0U3; recombinant SENP1 catalytic domain, CyPet-SUMO1-YPet FRET cleavage; 360,000 compounds, 0.21% hits;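 active = inhibition at least 30% at 10 µM, raw YFP signal under a set limit, fluorescence ratio 0.5 to 1.5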;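 note: 0% = enzyme with DMSO and 100% = no enzyme wells; some results filed as inactive read as strong as hits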
Target sequence (Q9P0U3 419-644 limits assumed): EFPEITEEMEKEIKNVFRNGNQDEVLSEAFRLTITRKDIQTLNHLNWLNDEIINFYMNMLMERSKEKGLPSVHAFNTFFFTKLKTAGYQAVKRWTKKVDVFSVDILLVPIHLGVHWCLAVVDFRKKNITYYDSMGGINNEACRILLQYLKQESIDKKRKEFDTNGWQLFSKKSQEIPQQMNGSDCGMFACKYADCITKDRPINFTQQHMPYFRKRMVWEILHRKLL
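Material: hSENP1 catalytic domain, recombinant; medium: Tris pH 8 with BME, BSA, NP40 and catalase; compound: single concentration of 10 µM compound, 0.5% DMSO final; technique: FRET read of cyan and yellow fluorescence; timing: 50 min enzyme reaction, room temperature, light-protected; reagent: SFCypet-SUMO1-SFYpet substrate at 25 nM; control set: no-enzyme low, enzyme-DMSO high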
SENP6 block – SENP6 protease inhibition; inhibition, % at 10 µM; AID 2599; Recombinant SENP6 catalytic domain, aminoluciferin luminescence; 330,000 compounds, 1.8% hits;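 active = inhibition above about 50% at the single tested dose, limit read from the data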;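 note: plate controls were DMSO wells with enzyme for no effect and DMSO wells lacking enzyme for full effect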
Target sequence (Q9GZR1 628-1112 limits assumed): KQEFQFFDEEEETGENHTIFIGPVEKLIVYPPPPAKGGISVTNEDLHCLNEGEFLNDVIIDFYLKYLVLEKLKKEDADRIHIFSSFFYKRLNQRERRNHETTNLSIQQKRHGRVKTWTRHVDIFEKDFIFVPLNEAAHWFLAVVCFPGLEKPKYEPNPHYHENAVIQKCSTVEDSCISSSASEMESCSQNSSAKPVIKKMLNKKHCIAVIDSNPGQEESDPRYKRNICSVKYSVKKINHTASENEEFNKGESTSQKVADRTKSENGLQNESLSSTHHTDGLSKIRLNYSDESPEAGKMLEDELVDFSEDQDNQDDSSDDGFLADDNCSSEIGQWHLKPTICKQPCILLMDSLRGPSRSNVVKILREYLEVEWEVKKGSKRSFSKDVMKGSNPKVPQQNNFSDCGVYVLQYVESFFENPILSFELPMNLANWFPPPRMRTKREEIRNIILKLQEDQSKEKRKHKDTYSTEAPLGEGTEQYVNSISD
Apaf-1 inh – inhibitors of human Apaf-1 apoptosome | inhibition, % at 20 µM | O14727 | 330,000 compounds, 0.71% hits | reconstituted apoptosome caspase-3 activity, DEVD-Rh110 fluorescence; active = inhibition of at least 40% at 20 µM;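 note: plate controls were DMSO wells for no effect and DEVD-CHO caspase inhibitor wells for full effect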
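Material: biochemical Apaf-1 apoptosome reconstitution. Medium: Hepes buffer, pH 7.5. Also added: cytochrome c activation, bis-DEVD rhodamine 110 substrate. Timing: 30 min compound preincubation, 50 min activation, room temperature. Measured by: rhodamine 110 fluorescence at Ex 480/Em 540 nm.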
SENP8 block-2 – SENP8 (human) protease inhibition; Q96LD8; recombinant SENP8, Nedd8 substrate fluorescence; inhibition, % at 20 µM; 360,000 compounds, 0.64% hits; AID 602440; in the data active = inhibition mostly above about 40%, no sharp cut-off; inactive = mostly below about 27%
HKDC1 inh – blocks human hexokinase HKDC1 activity; recombinant HKDC1, G6PDH/diaphorase resazurin coupled fluorescence; Q2TB90; 340,000 compounds, 0.16% hits; inhibition, % at 20 µM;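 active = inhibition above about 35% when tested at 20 µM, limit read from the data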;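 note: plate controls were DMSO wells with enzyme for no effect and DMSO wells lacking enzyme for full effect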
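Test system: Recombinant HKDC1 (HK5) hexokinase enzyme, produced in-house | Input: HKDC1 at 5 µg/mL | Buffer or medium: Tris pH 8.0 buffer with MgCl2, Tween-20, BSA, BME | Schedule: 90 min reaction incubation at room temperature, dark | Technique: Resazurin-to-resorufin fluorescence via G6PDH and diaphorase coupling, 525/613 nm | Controls: DMSO wells with and without enzyme mix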
PfG6PD inh – PfG6PD (Plasmodium falciparum) enzyme inhibition | PfGluPho enzyme, NADPH resazurin-diaphorase fluorescence | inhibition, % at 20 µM | 350,000 compounds, 0.78% hits | AID 504690;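 active = inhibition reaching at least a set limit at 20 µM in the primary screen, cut at about 59% in these data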;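 note: 0% = DMSO wells with substrate and 100% = DMSO wells lacking glucose-6-phosphate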
SENP7 block – SENP7 protease inhibition. Q9BQF6. recombinant SENP7, Z-RLRGG-aminoluciferin luminescence, 40 min. inhibition, % at 5 µM. 330,000 compounds, 1.5% hits. AID 434973;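 active = inhibition above about 50% at the single test dose, limit read from the data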;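 note: plate controls were DMSO with enzyme for no effect and no enzyme buffer wells for full effect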
* hit, by the source's call; i = inactive; · = no result given; & = joins results of further samples.

Compound | SENP8 block-1 | SENP1 FRET inh | SENP6 block | Apaf-1 inh | SENP8 block-2 | HKDC1 inh | PfG6PD inh | SENP7 block
CC(=O)c1ccccc1OC(=O)CCN1C(=O)C2C3C=CC(C4CC34)C2C1=O (configuration not stated) | -3 | 2 | -5 | -1 | 3 | -3 | 11 | 2
O=C(O)c1ccc2c(c1)C1C=CCC1C(c1ccncc1)N2 (configuration not stated) | 2 | 7 | 5 | 12 | 2 | -2 | -1 | 8
CC(=O)Nc1ccc(S(=O)(=O)NC2=C(N3CCN(Cc4ccccc4)CC3)C(=O)c3ccccc3C2=O)cc1 | · | -24&-13 | · | · | 25&33 | 13&19 | 25&17 | ·
CCNC(=S)N/N=C/c1cn(Cc2ccccc2F)c2ccccc12 | 5 | 3 | -7 | 9 | -7 | 2 | 13 | -1
Cc1ccccc1C1CC(c2ccccc2OC(F)F)Nc2ncnn21 (configuration not stated) | 0 | 2 | -7 | 18 | 18 | -2 | 40 | 7
CC(C)(CO)N=C1NS(=O)(=O)c2cc([N+](=O)[O-])ccc21 | 1 | 1 | 6 | -3 | 29 | -5 | -14 | 8
CCn1nc(NC(=O)COC)c2cc3cc(C)ccc3nc21 | 1 | -24 | 2 | -5 | -284 | -2 | 2 | 5
Cc1nn(C)cc1/C=N\NC(=O)c1csc2c1CCCC2 | -1 | 2 | 3 | 11 | 14 | 0 | 0 | -2
CCC(=O)Oc1ccc2c(C)cc(=O)oc2c1C(=O)c1ccccc1 | · | -1 | · | · | -8 | -6 | 3 | ·
Cc1cccc(C)c1NC(=O)CC1SC2=NCCN2C1=O (configuration not stated) | -5 | -61 | -6 | -6 | -53 | -1 | 2 | -1
Cc1cc(C)cc(Oc2ccccc2/C=C\C(=O)O)c1 | -2 | 2 | 4 | 0 | 15 | 1 | -27 | 0
COCCn1nnnc1C(c1cccs1)N1CCN(c2ccccc2)CC1 (configuration not stated) | 15 | 3 | -48 | 4 | 8 | -1 | -10 | -6
COc1ccc(C(=O)NC(=S)Nc2ccc3c4c(cccc24)CC3)cc1OC | -7 | 26 | -21 | 6 | -140 | 5 | 3 | -3
COCCNC(=O)CN(C(=O)CCC(=O)Nc1ccccn1)c1ccc(F)c(Cl)c1 | -5 | 2 | -3 | -11 | 22 | · | · | -7
CSc1nc2c(c(=O)[nH]c(=O)n2C)n1Cc1ccccc1Cl | -2 | 1 | -13 | 2 | 20 | 0 | 11 | -10
O=C(Nc1ccccc1O)c1ccc2c(c1)C(=O)N(Cc1ccco1)C2=O | -6 | -76 | -2 | -93 | 6 | -2 | -10 | -17
CCCCn1cnc2c(c(-c3ccccc3)c(-c3ccccc3)n2Cc2ccco2)c1=N | -5 | 0 | -35 | 22 | 22 | 5 | 1 | 2
CN(C)c1ncnc(N(C)C)c1[N+](=O)[O-] | 0 | 1 | -4 | -6 | 7 | -3 | -10 | 3
CCN(CC)/C(N)=N/c1nc(C)cc(C)n1 | 6 | -9 | -8 | -19 | 7 | -3 | -4 | -10
O=C(Cn1ccc(NC(=O)OCc2ccccc2)nc1=O)NCc1ccc2[nH]ccc2c1 | 0 | 1 | 14 | 6 | 5 | 2 | -12 | 3
O=c1cc(CSc2nnc(COc3ccccc3)o2)c2ccccc2[nH]1 | -8 | 2 | -22 | 21 | 34 | 8 | 9 | -10
COc1cc(-c2nc(C)c(C(C)=O)n2O)ccc1OCC(=O)Nc1ccc(F)cc1 | -1 | 1 | 3 | -14 | 3 | -7 | 7 | -2
Cc1ccc(Cl)c(OCC(=O)Nc2ccc3c(c2)OCCO3)c1 | -11 | -2 | -7 | -8 | 17 | -5 | 0 | 24
CCn1c(C)c(C)c2cc(C(=O)NCCCN3CCOCC3)ccc21 | -1 | -8 | -15 | 4 | -72 | -4 | -12 | -3

Some of these compounds in order of their number in SENP7 block, largest number first.
smiles	SENP1 FRET inh	SENP6 block	HKDC1 inh	PfG6PD inh	SENP7 block
COc1cc(-c2nc(C)c(C(C)=O)n2O)ccc1OCC(=O)Nc1ccc(F)cc1	1	3	-7	7	-2
CCn1c(C)c(C)c2cc(C(=O)NCCCN3CCOCC3)ccc21	-8	-15	-4	-12	-3
COCCNC(=O)CN(C(=O)CCC(=O)Nc1ccccn1)c1ccc(F)c(Cl)c1	2	-3	·	·	-7

Later entries
Compound | SENP8 block-1 | SENP1 FRET inh | SENP6 block | Apaf-1 inh | SENP8 block-2 | HKDC1 inh | PfG6PD inh | SENP7 block
NS(=O)(=O)c1ccc(NC(=S)NCc2ccc(F)cc2)cc1 | 2 | 3 | -5 | -13 | 19 | -10 | 14 | 3
c1ccc2c(CSCCc3ccncc3)cccc2c1 | -2 | 2 | -22 | 7 | 6 | 1 | 6 | -2
COc1ccc(-c2ccc(CCC(=O)O)o2)cc1 | -5 | -8 | -8 | -1 | -408 | 3 | 45 | -1
CCC(C)(C)NC(=O)C(c1ccc(C)o1)N(Cc1cccs1)C(=O)Cn1nnc2ccccc21 (configuration not stated) | -6 | 2 | -7 | 13 | 21 | -10 | -30 | -3
O=C(CSc1nncc2ccccc12)N1CCOCC1 | 8 | -1 | -4 | i | 9 | -10 | -10 | -2
CCN(CC)S(=O)(=O)c1ccc(NC(=O)COC(=O)c2ccc(-n3nc(C)cc3C)cc2)cc1 | 2 | 2 | -1 | 6 | 0 | 6 | 10 | 3
Cc1noc(C)c1C(=O)Nc1nc(-c2ccc(F)cc2)cs1 | -10 | -1 | 3 | 3 | -4 | -6 | 0 | 6
O=C(Nc1ccc(Cl)cc1)N1CCCC(Cn2cccc2)C1 (configuration not stated) | -4 | -1 | -17 | 12 | 15 | -2 | 3 | -7
Cc1cc(Cl)ccc1OCC(=O)OC(C)C(=O)N(C)C (configuration not stated) | 3 | 4 | 8 | -6 | 24 | 1 | -24 | -2
COc1ccc(-n2nnnc2-c2cn(C)nc2C(F)(F)F)cc1 | -1 | 1 | -16 | -10 | 21 | 1 | -2 | 7
CCn1c(SCC(=O)NCCc2ccccc2)nc2c(c1=O)SC(C)C2 (configuration not stated) | 1 | 3 | -10 | 3 | 9 | -6 | 2 | -2
CCCOC(=O)Cn1cnc2scc(-c3ccc(C)cc3)c2c1=O | 1 | -4 | 6 | 9 | 7 | 10 | -9 | -6

Next section:
Key to letters: A = SENP8 block-1; B = SENP1 FRET inh; C = SENP6 block; D = Apaf-1 inh; E = SENP8 block-2; F = HKDC1 inh; G = PfG6PD inh; H = SENP7 block
Cc1ccc(Oc2ncccc2CO)cc1
  A = -7 | B = 0 | C = 3 | D = 3 | E = -10 | F = 0 | G = 3 | H = 0

CCN1CCCC1CNCc1cccc(OC)c1OCc1ccccc1F (configuration not stated)
  A = -10 | B = -2 | C = -14 | D = -3 | E = 8 | F = 13 | G = -17 | H = -2

CCOc1ccccc1OCCCC(=O)Nc1sccc1C(N)=O
  A = -9 | B = -7 | C = -4 | D = 1 | E = -9 | F = 2 | G = 15 | H = -2

COc1ccc(C(=O)COC(=O)C2CCCN2C(=O)C23CC4CC(CC(C4)C2)C3)cc1 (configuration not stated)
  A = 6 | B = -2 | C = -6 | D = 2 | E = 2 | F = -9 | G = -4 | H = 5

CCOC(=O)c1[nH]c2ccc(OC)cc2c1NC(=S)N1CCN(c2ccccn2)CC1
  A = 1 | B = 1 | C = -3 | D = -15 | E = -89 | F = -2 | G = 25 | H = 10

CCN(CC)C(=O)CS(=O)(=O)CC(=O)Nc1cc(OCCOC)c(Cl)cc1Cl
  A = 0 | B = -1 | C = -17 | D = 6 | E = 5 | F = 0 | G = -8 | H = -9

S=C(NCc1ccccn1)Nc1ccccc1Cl
  A = -13 | B = -2 | C = -9 | D = 1 | E = 5 | F = -11 | G = 1 | H = 1

COc1ccc(S(=O)(=O)c2ccccc2)cc1NC(=O)c1c(F)cccc1F
  A = 7 | B = 1 | C = 5 | D = 7 | E = 6 | F = 3 | G = 9 | H = 4

COC(=O)c1cc(COc2ccc3oc(C)c(C(=O)OC(C)C)c3c2)c(C)o1
  A = -8 | B = 1 | C = -22 | D = 21 | E = 13 | F = 1 | G = 14 | H = -10

CCOc1ccc(N(CC(=O)N2CC=C(c3ccccc3)CC2)S(=O)(=O)c2c(C)noc2C)cc1
  A = 5 | B = -1 | C = 10 | D = 9 | E = 4 | F = -3 | G = 24 | H = 1

Cc1ccc2nc(C)c(C(=O)O)cc2c1
  A = -8 | B = -8 | C = 0 | D = 11 | E = -5 | F = 15 | G = -18 | H = -11

CN(C(=O)CCc1nnc(CCCCc2ccccc2)o1)C1CCOCC1
  A = -5 | B = -1 | C = -6 | D = 3 | E = 13 | F = 12 | G = -15 | H = 10

COc1cc(NC(=O)c2cccc(COCC(F)(F)C(F)F)c2)cc(OC)c1OC
  A = -5 | B = 0 | C = 1 | D = 1 | E = 21 | F = 1 | G = 3 | H = -6

COc1ccc(-n2c(SCC(=O)Nc3cc(C)on3)nc3ccc(O)cc3c2=O)cc1OC
  A = -1 | B = -2 | C = -2 | D = -1 | E = -22 | F = 1 | G = 42 | H = 0

N#CC1(C#N)OC12CCS(=O)(=O)c1ccccc12 (configuration not stated)
  A = · | B = -4 | C = · | D = · | E = 7 | F = -8 | G = 1 | H = ·

CSc1cccc(N=C2C(=O)Nc3ccccc32)c1
  A = -6 | B = 1 | C = 5 | D = -11 | E = -1 | F = -1 | G = 0 | H = -5

CCCn1c(C(C)Nc2nc(-c3cccc(Br)c3)cs2)nc2ccccc21 (configuration not stated)
  A = 6 | B = -2 | C = -2 | D = 21 | E = 1 | F = 1 | G = 21 | H = 1

CCc1cc(=O)oc2cc(C)cc(OCC(C)=O)c12
  A = -2 | B = 0 | C = -11 | D = -4 | E = -408 | F = -2 | G = 12 | H = 2

COc1ccc(S(=O)(=O)N2CCCC2)cc1OC
  A = -3 | B = 0 | C = 0 | D = -15 | E = 7 | F = -2 | G = -2 | H = -1

CCOC(=O)C1CCCN(c2c(N3CCN(c4ccccn4)CC3)c(=O)c2=O)C1 (configuration not stated)
  A = -10 | B = -6 | C = -15 | D = -2 | E = 6 | F = 0 | G = 6 | H = -13

In the list so far, these contain a Cl atom:
Key to letters: A = SENP8 block-1; B = SENP1 FRET inh; C = SENP6 block; D = Apaf-1 inh; E = SENP8 block-2; F = HKDC1 inh; G = PfG6PD inh; H = SENP7 block
COCCNC(=O)CN(C(=O)CCC(=O)Nc1ccccn1)c1ccc(F)c(Cl)c1
  A = -5 | B = 2 | C = -3 | D = -11 | E = 22 | F = · | G = · | H = -7

CSc1nc2c(c(=O)[nH]c(=O)n2C)n1Cc1ccccc1Cl
  A = -2 | B = 1 | C = -13 | D = 2 | E = 20 | F = 0 | G = 11 | H = -10

Cc1ccc(Cl)c(OCC(=O)Nc2ccc3c(c2)OCCO3)c1
  A = -11 | B = -2 | C = -7 | D = -8 | E = 17 | F = -5 | G = 0 | H = 24

O=C(Nc1ccc(Cl)cc1)N1CCCC(Cn2cccc2)C1 (configuration not stated)
  A = -4 | B = -1 | C = -17 | D = 12 | E = 15 | F = -2 | G = 3 | H = -7

Cc1cc(Cl)ccc1OCC(=O)OC(C)C(=O)N(C)C (configuration not stated)
  A = 3 | B = 4 | C = 8 | D = -6 | E = 24 | F = 1 | G = -24 | H = -2

CCN(CC)C(=O)CS(=O)(=O)CC(=O)Nc1cc(OCCOC)c(Cl)cc1Cl
  A = 0 | B = -1 | C = -17 | D = 6 | E = 5 | F = 0 | G = -8 | H = -9

S=C(NCc1ccccn1)Nc1ccccc1Cl
  A = -13 | B = -2 | C = -9 | D = 1 | E = 5 | F = -11 | G = 1 | H = 1
